STK33 inh: human STK33 kinase inhibition. inhibition, % at 10 µM. Q9BYT3. AID 2661. 320,000 tested, 0.073% active. purified STK33, MBP phosphorylation, ADP-Glo luminescence;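 active means inhibition at or above 25%, using the most active replicate where run in duplicate; inactive means inhibition below 25%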
Target sequence (Q9BYT3 whole entry, looked up): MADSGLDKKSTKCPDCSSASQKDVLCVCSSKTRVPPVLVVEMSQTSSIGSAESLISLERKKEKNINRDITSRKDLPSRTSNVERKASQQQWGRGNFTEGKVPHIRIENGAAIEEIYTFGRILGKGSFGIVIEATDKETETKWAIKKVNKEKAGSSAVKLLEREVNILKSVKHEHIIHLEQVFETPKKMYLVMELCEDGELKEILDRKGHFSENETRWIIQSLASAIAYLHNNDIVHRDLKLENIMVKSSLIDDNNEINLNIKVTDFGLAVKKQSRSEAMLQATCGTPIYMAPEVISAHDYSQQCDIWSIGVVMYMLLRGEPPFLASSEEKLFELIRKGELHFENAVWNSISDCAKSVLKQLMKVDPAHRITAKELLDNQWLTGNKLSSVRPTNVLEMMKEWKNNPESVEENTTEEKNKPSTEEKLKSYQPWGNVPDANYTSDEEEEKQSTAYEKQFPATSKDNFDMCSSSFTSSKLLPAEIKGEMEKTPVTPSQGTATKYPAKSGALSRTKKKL
OX1R antag-1: OX1R (human) antagonism; O43613; OX1R-expressing cells, FRET antagonist read-out; inhibition, % at 6.6 µM; 330,000 tested, 1.8% active; AID 485270; in the data active means inhibition mostly above about 38%, no sharp cut-off; inactive means mostly below about 40%;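 further: 0% = agonist challenge alone and 100% = reference antagonist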
Target sequence (O43613 whole entry, looked up): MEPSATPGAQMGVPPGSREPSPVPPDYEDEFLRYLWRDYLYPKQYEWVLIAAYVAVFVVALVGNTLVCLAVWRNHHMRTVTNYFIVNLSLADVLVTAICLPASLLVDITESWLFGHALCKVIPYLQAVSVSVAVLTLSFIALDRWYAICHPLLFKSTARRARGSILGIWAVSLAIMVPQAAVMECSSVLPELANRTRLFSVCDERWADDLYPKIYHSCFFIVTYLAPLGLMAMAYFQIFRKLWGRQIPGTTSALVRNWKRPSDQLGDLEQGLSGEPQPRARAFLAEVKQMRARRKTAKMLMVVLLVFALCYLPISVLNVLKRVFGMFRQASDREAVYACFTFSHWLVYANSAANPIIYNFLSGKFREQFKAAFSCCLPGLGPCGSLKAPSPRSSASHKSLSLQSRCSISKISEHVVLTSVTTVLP
OX1R antag-2: blocks the human orexin 1 receptor | O43613 | CHO/OX1R cells, Fluo-8 calcium fluorescence, orexin A | inhibition, % at 5 µM | 330,000 tested, 0.43% active | AID 434989;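 active means inhibition above its plate's threshold, mean inhibition of all tested compounds on the plate plus 3 SD, cut at about 37% in these data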;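 further: 0% = orexin A challenge wells and 100% = SB-334867-A antagonist wells; not every result past the cut was called active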
An asterisk follows results filed as active.

No.	SMILES	STK33 inh	OX1R antag-1	OX1R antag-2
1	CS(=O)(=O)c1ccc(Cl)c(NC(=O)COC(=O)c2ccc(-n3cnnn3)cc2)c1	-1.5	20	-15
2	CN(CC(=O)NCc1ccc(F)cc1)S(=O)(=O)c1ccc(Br)s1	-1.3	4	-19
3	CCOC(=O)CCSc1nc(C)c2cc(C)ccc2n1	-0.6	12	-28
4	O=C1CCC(=O)N1c1nc2n(n1)C(c1ccccc1)C=C(c1ccc(Br)cc1)N2 (configuration not stated)	2.4	6	-10
5	NC(=O)C1CCN(C(=O)c2ccc3ccccc3c2)CC1	-1.5	15	-15
6	CCOC(=O)c1ccccc1NS(=O)(=O)c1ccccc1	0.0	4	-12
7	Cc1ccc(S(=O)(=O)N2CCCCC2)cc1C(=O)N(C)CC(=O)Nc1ccc(Cl)c(C(F)(F)F)c1	-1.8	17	-29
8	O=c1c2c(C(F)(F)F)cc(C(F)(F)F)nc2[nH]n1-c1ccccc1	-1.3	31	5
9	Cc1ccc(C(=O)CCC(=O)NN2C(=O)NC3(CCCCC3)C2=O)cc1	0.0	12	-24
10	COc1cc(/C=N/NC(=O)c2cc(C3CC3)[nH]n2)cc(OC)c1OC	7.4	9	-10
11	CCCNC(=O)C(Cc1ccc(Cl)cc1)NC(=O)c1ccc(C#N)cc1 (configuration not stated)	-1.0	1	-22
12	COc1cc(OC)cc(-c2nnc(N(C)C(=O)c3ccncc3)s2)c1	-0.6	21	-22
13	CC1(c2nnc(-c3ccccc3)o2)CC(c2ccccc2)=NO1 (configuration not stated)	-0.3	39	-26
14	CCS(=O)(=O)c1ccc2oc(SCC(=O)N3c4ccccc4CC3C)nc2c1 (configuration not stated)	-0.5	9	-15
15	O=C(COc1ccc(Br)cc1F)NCC1(N2CCCCC2)CCCCC1	-1.1	9	-12
16	Cc1cccc(C)c1NC(=S)N1CCCN(C)CC1	-1.6	18	-7
17	CCN1CCN(C(=O)C2CCN(Cc3cc(Cl)ccc3O)CC2)CC1	-1.2	15	-5
18	FC(F)(F)C1=CC(c2ccccc2)=NCCN1	-1.4	6	-6
19	CC(=O)N1c2ccc(S(=O)(=O)N3CCCC(C(=O)NCc4ccccc4)C3)cc2CC1C (configuration not stated)	1.1	22	-30
20	CCNC(=S)N1CCN(c2ncccn2)CC1	-2.5	6	-6
21	Cc1ccc(NC(=O)COC(=O)CCc2c[nH]c(=O)[nH]2)cc1	-0.2	1	-4
22	Cc1ccc(NC2=NC(c3ccc(C)cc3)n3c(nc(C)cc3=O)N2)cc1 (configuration not stated)	0.8	9	-18
23	Cc1oncc1C(=O)Nc1cccc(C#N)c1	0.5	13	-5
24	COc1ccc(CC(=O)NC(C)c2nnc(SCC(=O)Nc3cc(C)ccc3OC)n2C)cc1 (configuration not stated)	0.5	20	-16
25	O=C(NC1CCS(=O)(=O)C1)/C(=C/c1ccc(Cl)cc1)NC(=O)c1ccccc1 (configuration not stated)	-0.6	12	-8
26	O=C1[C@@H]2C(c3ccccc3Cl)=NO[C@@H]2C(=O)N1Cc1ccccc1	-2.0	22	-2
27	CC1CCCCN1Cc1nc2ccccc2c(=O)[nH]1 (configuration not stated)	-0.2	10	-18
28	CCCn1c(=S)[nH]c2cc(C(=O)N3CCN(C4CCCCC4)CC3)ccc2c1=O	1.1	12	-33
29	CC(C)N(c1ccccc1)c1ccc(NC(=O)CCl)cc1	-1.0	12	-2
30	O=c1c2cc(Cl)ccc2nc(-c2ccccc2)n1O	0.4	17	-6
31	CC(C)(C)NS(=O)(=O)c1cccc(S(=O)(=O)c2cccc(S(=O)(=O)NC(C)(C)C)c2)c1	-3.2	17	-3
32	O=C(Nn1cnnc1)C1CCCN1S(=O)(=O)c1ccc(F)cc1 (configuration not stated)	-0.3	6	-9
33	COc1ccc(NC(=O)N2c3ccccc3C(C)=CC2(C)C)cc1	0.8	16	-8
34	O=C(NC1CCSc2ccccc21)c1cccc(OC(F)F)c1 (configuration not stated)	0.5	30	3
35	NC(=O)N/N=C/c1ccc(-c2ccc([N+](=O)[O-])cc2)o1	0.8	23	5
36	O=C(O)c1ccc(Oc2cc(Oc3ccc(C(=O)O)cc3)cc([N+](=O)[O-])c2)cc1	-0.9	7	-17
37	N#CCCN(/N=C/c1cccnc1)C1=NS(=O)(=O)c2ccccc21	-3.1	8	-8
38	COC(=O)c1cn(-c2ccccc2)c(C)c1C(=O)OC	0.9	10	-1
39	CCC(CC)C(=O)NCc1ccc2c(c1)cc(C)n2C	-0.3	10	-17
40	O=C(Nc1ccccc1N1CCCCC1)c1ccc(Cl)cc1	-0.2	3	-49
41	CC(C)N(CC(N)=O)C(=O)Cc1coc2cc3c(cc12)CCC3	-0.4	9	-11
42	Cc1cccc(C(=O)NC2CCN(CC(=O)NCc3cccs3)CC2)c1	-1.1	-1	-33
43	CC(C)c1ccccc1NC(=S)NC1CCCCC1	0.7	35	-13
44	O=C(c1cc(-c2cccs2)on1)N1CCN(c2ccccc2)CC1	-0.4	10	-21
45	Cc1cc(C(=O)Nc2sc3c(c2C#N)CCC(C(C)(C)C)C3)no1 (configuration not stated)	-1.6	6	-27
46	CCOC(=O)c1c(C)oc2cc(Cl)c(O)c(CN(C)C)c12	-0.6	8	-9
47	CCCOc1ccc(Cc2c(Cl)nc(SC)nc2OC)cc1	-0.6	8	-17
48	CC/C(=N\NC(=O)c1c[nH]c2ccccc12)c1cccs1	2.8	37	-14
49	CC1CCc2nc3ccccc3c(C(=O)OCC(=O)N3CCc4ccccc43)c2C1 (configuration not stated)	-1.3	19	-27
50	COc1c(Cl)cc(C(=O)Nc2ccc(Cl)cn2)cc1Cl	-0.4	19	-19
51	Cc1c(C(=O)Oc2ccc(Cl)cc2)n(C)oc1=O	-1.3	3	-6
52	O=C(CNc1cccc(S(=O)(=O)N2CCCCC2)c1)Nc1cccc(F)c1	-2.4	22	-16
53	Nc1nc2c(c3c1c(=O)oc1ccccc13)CCCCC2	1.9	18	-28
54	C#CCNC(=O)C1=C[C@@H](c2ccccc2)C[C@@H](OCCCCO)O1	-1.7	9	0
55	O=C(Nc1cccnc1Cl)c1cc(-c2ccc(Cl)cc2)on1	-0.6	24	-16
56	CCn1c(Cc2ccccc2)nnc1SCC(=O)Nc1nccs1	-1.0	19	-19
57	COC(=O)/C(=N/Nc1ccccc1C)Sc1nnc(C(O)c2ccccc2)n1-c1ccccc1 (configuration not stated)	-1.2	11	-26
58	Fc1ccc(NC(=S)N2CCSC2c2cccs2)cc1 (configuration not stated)	-1.4	5	-14
59	CN(C)c1cccc(NC(=O)Cc2ccc(F)cc2)c1	9.2	1	-33
60	CCOc1ccc(N2C(=O)CSC2=NC#N)cc1	0.2	-2	-5

Continuation.
No.	SMILES	STK33 inh	OX1R antag-1	OX1R antag-2
61	CCOc1ccc(C(=O)OCC(=O)NCCCc2ccccc2)cc1	-1.5	-2	-17
62	Cc1ccc(-n2ncc(-c3nnc(SCC(=O)NC4CCCC4)o3)c2N)cc1C	0.1	29	-26
63	COc1ccccc1N1CCN(C(=O)CCCNC(=O)Cn2cnc3sc(C)c(C)c3c2=O)CC1	-0.1	26	-22
64	CCOC(=O)/C(C)=N/NC(=O)c1ccc([N+](=O)[O-])cc1	1.0	38	-12
65	O=C(COc1ccc(-c2ccccc2)cc1)NNC(=O)NC1CCCCC1	-5.0	6	2
66	COc1cccc(CN2CC(C(=O)NCc3ncc(C)[nH]3)CCC2=O)c1 (configuration not stated)	-0.6	15	1
67	COc1cccc(OC)c1C(=O)Nc1ccc2c(c1)n(C)c(=O)n2C	-2.9	9	-14
68	O=C(CN1CCN(c2ccc(F)cc2)CC1)Nc1cccnc1Cl	1.3	16	-12
69	CC(C)[C@H](NC(=O)[C@@H]1CSC2c3ccccc3C(=O)N21)C(=O)NCc1ccncc1 (some centres not stated)	-2.3	8	-6
70	Cc1nn(CC(=O)NCc2ccccn2)c(C)c1[N+](=O)[O-]	-1.0	8	0
71	Cc1cc(C(=O)COC(=O)c2cnccn2)c(C)n1-c1ccc(Br)cc1	0.4	8	5
72	O=C(C1CCCN(S(=O)(=O)c2ccc(Br)cc2)C1)N1CCN(Cc2ccccc2)CC1 (configuration not stated)	-0.5	14	-26
73	CCOc1ccc(NC2=C(Cl)C(=O)N(C3CCCCC3)C2=O)cc1	-0.6	32	-14
74	Cc1cc(OC2CCCCC2)nc(-c2ccccc2O)n1	0.0	-1	-6
75	O=C(CCN1CCN(CC(=O)Nc2ccccc2F)CC1)Nc1ccccc1F	-0.7	34	-13
76	Cc1nc2c(C(=O)NCc3ccccc3Cl)c[nH]n2c(=O)c1Cl	0.0	14	-9
77	COc1ccc(C(c2nnnn2Cc2cccs2)N2CCN(c3ccccc3F)CC2)cc1 (configuration not stated)	-0.6	22	-18
78	CCN(CC)CCNC(=O)c1cn(CC)c2ccc(S(=O)(=O)N3CCc4ccccc4C3)cc2c1=O	-0.9	3	-23
79	CC(=O)Nc1c(S(=O)(=O)c2ccccc2)c2nc3ccccc3nc2n1Cc1ccccc1	-0.7	6	-30
80	O=C(CNC(=O)c1ccccc1F)OC1CCOC1=O (configuration not stated)	-0.6	9	-15
81	CN(C)CCCNC(=O)c1ccc(Oc2ccccc2)cc1	-0.7	3	-4
82	Cc1ccc2occ(CN3CCN(Cc4ccccc4)CC3)c(=O)c2c1	-0.3	15	-21
83	COc1ccccc1NC(=S)N(Cc1ccc(C(=O)O)cc1)Cc1ccc(OC)c(OC)c1	-1.1	4	-4
84	CC1=C(C#N)C(NC(=O)c2ccc(Cl)cc2)(C(F)(F)F)C(=O)N1 (configuration not stated)	-1.9	-1	1
85	Nc1cccc(S(=O)(=O)c2ccc(N)c(N)c2)c1	-1.1	5	-18
86	C=C(C)c1cccc(C(C)(C)NC(=O)Nc2nnc(C(C)C)s2)c1	-0.2	15	-15
87	O=C(c1ccc(F)cc1)N1CCN=C1c1ccccc1	0.5	-6	-9
88	CSc1nnc(C(C)(C)C)c(=O)n1/N=C/c1ccc(C(C)C)cc1	-0.8	9	1
89	Cc1ccc(CNc2nc3ccccc3n3cnnc23)cc1	-0.4	16	-10
90	CCC(=O)c1ccc(N2CCOCC2)c(F)c1	0.2	24	-17

Three entries already listed, ordered by count of non-hydrogen atoms, descending.
No.	SMILES	STK33 inh	OX1R antag-1	OX1R antag-2
79	CC(=O)Nc1c(S(=O)(=O)c2ccccc2)c2nc3ccccc3nc2n1Cc1ccccc1	-0.7	6	-30
65	O=C(COc1ccc(-c2ccccc2)cc1)NNC(=O)NC1CCCCC1	-5.0	6	2
86	C=C(C)c1cccc(C(C)(C)NC(=O)Nc2nnc(C(C)C)s2)c1	-0.2	15	-15

Next compounds.
Screens in order: STK33 inh	OX1R antag-1	OX1R antag-2
91) Cc1ncsc1C(=O)N1CCCC(C(=O)c2ccc3ccccc3c2)C1 (configuration not stated)
→ -0.7	30	-21
92) Cc1cc(C)n2nc(C(=O)NCc3ccccc3)cc2n1
→ -0.9	-5	-11
93) Cc1ccc(NC(=O)COC(=O)c2ccc(S(=O)(=O)NCc3ccco3)cc2)cc1
→ -1.1	8	10
94) COC(=O)[C@@H](NC(=O)c1ccc(OC2CCN(Cc3ccccn3)CC2)cc1)C(C)C
→ -0.8	0	-19
95) CCN(CC(=O)NC1CCCCC1)S(=O)(=O)c1ccc(Cl)cc1
→ -0.2	23	-9
96) CCCCN1C(=O)/C(=C/C=C2\N(C)c3ccccc3C2(C)C)SC1=S
→ 1.1	1	51*
97) CCOc1ccc(/C=C2/SC(=S)N(n3c(C)ccc3C)C2=O)cc1
→ -1.5	6	-40
98) O=C(COc1ccc([N+](=O)[O-])cc1)Nc1ccc(C(=O)NCc2cccnc2)cc1
→ -0.1	10	-8
99) C1=CC2CC1CC2CN1CCN(Cc2ccccc2)CC1 (configuration not stated)
→ -0.1	19	-21
100) Cc1ccc(C(NC(=O)c2cccc(S(=O)(=O)N3CCN(C)CC3)c2)c2ccccc2)cc1 (configuration not stated)
→ 0.5	1	-29
101) CCOc1cccc(/C=C(/C#N)c2nc3ccccc3[nH]2)c1OCC(=O)O
→ 0.4	5	-27
102) CN(C)c1nc(NCc2ccccc2)nc(SCC(=O)Nc2ccccc2)n1
→ 0.7	18	-12
103) CCC(C)CCCCCCCCCCC(=O)O (configuration not stated)
→ -0.4	15	3
104) COc1ccccc1OCC(=O)Nc1ccccn1
→ -0.8	10	12
105) Cc1ccc(OCC(O)CNCc2ccccc2)cc1C (configuration not stated)
→ 0.0	13	-21
106) CCN(CC)S(=O)(=O)c1ccc(O)c(NC(=O)c2ccc(N3CCOCC3)c([N+](=O)[O-])c2)c1
→ -1.0	5	-12
107) CCOC(=O)/C(C#N)=C/c1cc2cc(C)c(C)cc2nc1Cl
→ -1.9	6	-21
108) N/C(=N\OC(=O)Cc1ccccc1[N+](=O)[O-])c1ccccn1
→ -0.2	18	-8
109) O=C(COC(=O)c1ccc(Br)o1)Nc1ccc2[nH]c(=O)[nH]c2c1
→ -1.1	-4	-5
110) Cn1c(CC(=O)Nc2ccccc2)c(Sc2ccccc2)c2ccccc21
→ 0.1	19	-21
111) O=C(CSc1nc(-c2ccccc2)c(-c2ccccc2)[nH]1)Nc1nccs1
→ -0.7	21	-5
112) Cc1cc(N2CCN(C(=O)OC(C)(C)C)CC2)n2ncnc2n1
→ 0.5	8	-16
113) CCOc1ccc(C(=O)C2CCN(CC(=O)Nc3nccs3)CC2)cc1
→ -0.3	14	-31

Reformatted screen by screen: entries from further up.
[60] CCOc1ccc(N2C(=O)CSC2=NC#N)cc1
[61] CCOc1ccc(C(=O)OCC(=O)NCCCc2ccccc2)cc1
[62] Cc1ccc(-n2ncc(-c3nnc(SCC(=O)NC4CCCC4)o3)c2N)cc1C
[63] COc1ccccc1N1CCN(C(=O)CCCNC(=O)Cn2cnc3sc(C)c(C)c3c2=O)CC1
compound no.	60	61	62	63
STK33 inh	0.2	-1.5	0.1	-0.1
OX1R antag-1	-2	-2	29	26
OX1R antag-2	-5	-17	-26	-22
